UPR CHOP act = activators of apoptotic arm of unfolded protein response (CHOP); CHO-CHOP luciferase reporter, UPR activation, luminescence; percent of tunicamycin response over DMSO baseline; activation, % at 10 µM; AID 449763; actives 0.34% (n = 330,000);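 active = at 10 µM dose, activation of 40% or more, normalized to positive control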;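 also: 100% = tunicamycin at 10 µg/mL and 0% = DMSO alone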
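Test system: CHO CHOP reporter cells. Input: 500 CHO-CHOP cells per well. Medium: F12 with 10% FBS. Technique: luciferase luminescence. Measure: percent activation relative to tunicamycin control. Dosing: 10 µM compound, 0.5% DMSO. Timing: 16-18 h cell attachment, then 6 h compound exposure, 37 °C.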
Mdm2 MdmX PPI = inhibitors of human Mdm2/MdmX interaction | SaOS-2 split-luciferase Mdm2/MdmX complementation, luminescence | inhibition, % at 8 µM | actives 3% (n = 330,000) | O15151+Q00987;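 active = inhibition of at least 50% at 8 µM in the primary screen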
UPR XBP1 act = activators of adaptive arm of unfolded protein response (XBP1). activation, % at 20 µM. actives 0.33% (n = 330,000). CHO-XBP1 luciferase reporter, IRE1-XBP1 UPR activation, luminescence; percent of tunicamycin response, DMSO as zero;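 active = versus positive control, 20 µM dose yields 30% or more activation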;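 also: 100% = tunicamycin at 10 µg/mL and 0% = DMSO only wells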
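Assay system: CHO-XBP1 luciferase reporter cells; Schedule: 6 h treatment, 37 °C; Detection: glow luminescence from Steady-Glo reagent; Benchmarks: high control tunicamycin 10 µg/mL final, low control DMSO vehicle only.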
APJ antag = APJ receptor antagonism. AID 2521. actives 0.32% (n = 330,000). CHO-K1 APJ beta-arrestin complementation, luminescence. inhibition, % at 20 µM. P35414;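 active = inhibition above about 40% at 20 µM, limit read from the data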;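 also: cells challenged with 10 nM apelin-13 agonist together with compound; plate controls were apelin-13 plus DMSO wells for no effect and DMSO wells lacking apelin-13 for full effect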
Target sequence (P35414 whole entry, looked up): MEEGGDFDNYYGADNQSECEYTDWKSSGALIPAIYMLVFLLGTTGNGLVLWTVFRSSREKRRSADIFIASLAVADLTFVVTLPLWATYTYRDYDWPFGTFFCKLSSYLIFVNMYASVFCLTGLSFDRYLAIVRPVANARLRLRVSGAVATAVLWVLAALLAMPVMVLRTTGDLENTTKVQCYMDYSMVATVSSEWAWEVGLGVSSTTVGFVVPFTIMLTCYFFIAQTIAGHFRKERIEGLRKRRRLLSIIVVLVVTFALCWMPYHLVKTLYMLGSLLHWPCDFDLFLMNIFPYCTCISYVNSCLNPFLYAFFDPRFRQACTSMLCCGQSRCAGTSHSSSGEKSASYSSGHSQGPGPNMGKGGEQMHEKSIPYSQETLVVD
tim23-1 inh = inhibits growth of tim23-1 mutant yeast; actives 1.3% (n = 330,000); inhibition, % at 20 µM; AID 463212; S. cerevisiae tim23-1 growth, BacTiter-Glo luminescence, 24 h;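 active = growth inhibition of the mutant yeast at or above 50%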;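 also: temperature-sensitive mutant grown at 25 °C; plate controls were DMSO-treated mutant yeast for no effect and medium wells lacking yeast for full effect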
TIM10 inh = inhibits growth of TIM10 yeast strain. actives 1.4% (n = 330,000). inhibition, % at 10 µM. S. cerevisiae TIM10 strain growth, BacTiter-Glo luminescence, 24 h. AID 463195;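 active = inhibition of 40% or more at the single tested concentration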;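 also: wild-type TIM10 isogenic control strain grown at permissive 25 °C; 0% = DMSO yeast wells and 100% = minimal medium wells without yeast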
APJ agonist = APJ receptor agonism; P35414; CHO-K1 APJ PathHunter beta-arrestin, luminescence; 0% DMSO wells, 100% apelin; activation, % at 20 µM; actives 0.11% (n = 330,000); AID 2520;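 active = activation more than six SD over the plate average, tested at 20 µM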;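 also: 0% = DMSO alone and 100% = apelin-13 at 10 nM; some results filed as inactive read as strong as hits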
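Assay system – PathHunter CHO-K1 APJ (AGTRL-1) beta-arrestin reporter cells · Compound – one dose, 20 µM compound, 1% DMSO · Timing – compound 90 min 25 °C, reagent 1 h · Measured by – luminescence from split beta-galactosidase complementation, Galacton Star/Emerald II substrate · Measure – beta-arrestin recruitment to APJ as agonist activity, luminescent signal · Benchmarks – DMSO vs Apelin-13 10 nM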
CXCR6 inh = blocks human CXCR6 beta-arrestin recruitment; inhibition, % at 20 µM; AID 602244; CHO-K1 PathHunter CXCR6 beta-arrestin, luminescence; O00574; actives 0.36% (n = 360,000); in the data active = inhibition above about 34%, passing the limit was not always enough;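 also: antagonist mode with CXCL16 agonist at 10 nM final; 0% = 10 nM CXCL16 with DMSO and 100% = unstimulated wells without agonist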
Target sequence (O00574 whole entry, looked up): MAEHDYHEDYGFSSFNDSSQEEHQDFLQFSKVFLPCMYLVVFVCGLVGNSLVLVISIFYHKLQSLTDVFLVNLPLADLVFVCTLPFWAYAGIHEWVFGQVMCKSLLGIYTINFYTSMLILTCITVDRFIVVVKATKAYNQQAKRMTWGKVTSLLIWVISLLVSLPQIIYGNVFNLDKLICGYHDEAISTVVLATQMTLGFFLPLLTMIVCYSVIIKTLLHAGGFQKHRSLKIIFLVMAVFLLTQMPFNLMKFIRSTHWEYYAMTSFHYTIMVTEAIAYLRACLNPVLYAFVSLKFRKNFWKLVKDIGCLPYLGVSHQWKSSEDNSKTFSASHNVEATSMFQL
tim10-1 inh = growth inhibitors of tim10-1 mutant yeast | AID 463190 | inhibition, % at 20 µM | S. cerevisiae tim10-1 ts strain growth, BacTiter-Glo, 24 h | actives 2.2% (n = 330,000);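 active = inhibition of at least 40%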;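 also: mutant grown at 25 °C; 0% = DMSO wells with yeast and 100% = wells holding no yeast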
Active calls of the source: *; nt = no result given.

Each structure is followed by: UPR CHOP act, Mdm2 MdmX PPI, UPR XBP1 act, APJ antag, tim23-1 inh, TIM10 inh, APJ agonist, CXCR6 inh, tim10-1 inh
COc1ccccc1C(=O)NC(CCSC)C(=O)NC1CC1 (stereo not given)
  -1.6, -31, -2, 12, 5, 0, -1, -6, 8
O=C(CSc1nnc(Cc2cc(=O)[nH]c(=O)[nH]2)n1-c1ccc(Cl)cc1)N1CCc2ccccc21
  0.2, 3, -2, 5, 2, -3, -3, nt, 7
Cc1nc(C)c(-c2csc(Nc3ccccn3)n2)s1
  -0.9, -85, -4, -13, 54*, 48*, 0, 4, 27
CSc1ccc(CN(C)C(=O)C23CC4CC(CC(Cl)(C4)C2)C3)cc1
  -0.9, 14, -3, -32, 34, 21, 1, -9, 25
CC(=O)c1cccc(NC(=O)Oc2ccccc2)c1
  3.2, 9, -3, 9, -2, 0, -5, 4, -5
Cc1ccc2ncccc2c1N
  0.6, 10, 0, 0, 5, 2, -3, -9, 5
Cc1ccc(S(=O)(=O)NCc2cc(=O)n(C)c(=O)n2C)cc1C
  -2.0, 8, -7, -43, 7, -5, -3, 11, -7
COc1ccc(OC)c(NS(=O)(=O)c2ccc(Cl)s2)c1
  -1.5, 11, 0, 6, 29, 35, -3, -4, 14
COC(=O)N1c2ccccc2C=Cc2ccccc21
  1.2, -1, -4, 26, 13, 4, -2, 1, 12
COc1cccc(CN2CCNC(=O)C2CC(=O)N(C)Cc2cnccn2)c1OC (stereo not given)
  -1.6, -5, -3, 7, 12, -4, 0, -2, 10
OC[C@H]1O[C@@H](n2cnc3c(Nc4ccccc4)ncnc32)[C@H](O)[C@@H]1O
  2.0, -14, -6, -4, -25, 2, -3, 3, -10
O=C(NCC1CCCO1)c1ccc2c(=O)n(CC3CCCO3)c(SCC(=O)N3CCCC3)nc2c1 (stereo not given)
  -2.0, 5, -2, 3, 17, 5, -2, 5, 10
Cc1cc(Cl)ccc1OCCCC(=O)Nc1cccc(-n2cnnn2)c1
  0.8, 1, -1, -5, 1, 10, 9, -15, -13
COC(=O)c1ccc(N2CN=C(c3ccc(C)cc3)NC2=S)cc1
  0.6, 12, 1, 10, 4, 39, -4, 8, 31
O=S1(=O)CC=C(CSc2nc3ccccc3[nH]2)C1
  3.7, 16, -3, -3, 18, 3, -3, -8, 6
COc1ccc(S(=O)(=O)N2CCN(C3Cc4ccccc4C3)CC2)cc1
  -1.0, -56, -2, 2, 26, 19, 6, -4, 20
COc1ccc(-c2[nH]ncc2CN(C)Cc2cnccn2)c(OC)c1
  1.3, -12, -1, -20, 7, -13, -1, 4, 4
CSCCC(CO)NC(=O)OCc1ccccc1 (stereo not given)
  -2.5, 8, -3, -10, 1, -8, -2, 3, 14
O=C(C1CCN(S(=O)(=O)c2cccs2)CC1)N(c1ccccn1)C1CCCCC1
  -2.2, 20, 0, -25, 20, 13, 1, -12, 25
CC1=CC2=NC(=O)CC(C)(C(=O)N(CC(=O)NC(C)(C)C)Cc3cccs3)N2C=C1 (stereo not given)
  -1.5, 12, 0, 5, 9, 8, 2, 4, 11
CCCCn1c(N)c(N(CC(C)C)C(=O)Cc2ccc3c(c2)OCCO3)c(=O)[nH]c1=O
  0.1, 16, 1, 12, 17, 5, 2, -1, 18
O=C(Nc1cccc(Cl)c1)c1cccc(N2C(=O)C3CC=CCC3C2=O)c1 (stereo not given)
  3.0, -1, 2, 17, 13, 22, -2, -1, -22
Cc1onc(-c2ccccc2)c1C(=O)N1CCCCCC1
  0.7, 3, -4, 18, 16, 7, -6, 0, 14
Cc1ccc(NC(=O)C2CCCN(S(=O)(=O)c3cccc4nonc34)C2)cc1 (stereo not given)
  0.2, 24, 2, 9, -29, -12, -2, -7, -22
O=C1C=C(NCc2ccc(Cl)c(Cl)c2)C2(CCCCC2)O1
  -3.5, 17, 0, -10, 2, -4, -1, -2, 14
O=C(COC(=O)COc1ccc(Br)cc1)NNC(=O)c1ccccc1
  0.5, 13, -1, -4, 9, 3, -1, -13, -7
O=C(Cn1ncn2c(cc3ccccc32)c1=O)NCCc1cccs1
  1.5, 35, -3, -11, 3, -4, -4, 8, 17
CCOc1ccc2nc(NCCCNC(=O)c3cc(OC)c(OC)c(OC)c3)c(C#N)cc2c1
  1.7, 1, -1, -15, 2, 6, -3, -8, -4
CCNS(=O)(=O)c1ccc2nc(NC(=O)c3cccnc3)sc2c1
  1.7, 19, -2, 6, -5, -29, 0, 1, 16
Cc1ccc(NC(=O)CN2C(=O)N/C(=C/c3ccc(C)s3)C2=O)cc1
  0.5, -3, 0, 4, 3, 3, -1, -5, 6
Cc1cccc(NC(=O)CC2NC3CCCCC3NC2=O)c1 (stereo not given)
  4.3, 11, -2, 0, 4, -3, -4, -2, 8
O=C(c1noc2c1CCCC2)N1CCN(c2ccccc2)CC1
  1.4, 11, -2, 24, 19, -9, -4, -4, 15
COC(=O)CC1C(=O)NCCN1C(=O)Nc1cccc(Cl)c1 (stereo not given)
  0.7, 10, 2, -7, 2, -4, -2, 2, 3
COc1ccccc1NCC(=O)N/N=C/C=C/c1ccccc1
  3.1, 22, -4, 3, 5, 20, 0, -6, 18
COc1ccc(CNC2c3ccccc3-c3ccccc32)cc1OC
  4.4, 2, 1, -5, 24, 9, 2, 2, 6
O=C(C1CCC(CNS(=O)(=O)c2cccs2)CC1)N1CCCCC1 (stereo not given)
  0.3, 9, 0, -2, 10, -8, 1, 4, 0
O=C(Nc1cccc([N+](=O)[O-])c1)c1ccc2c(c1)OCO2
  2.2, -6, 3, -4, 15, 2, 1, 5, 13
Cc1ccc(S(=O)(=O)N2CCN(C(=O)CCC(=O)NCCc3ccc(S(N)(=O)=O)cc3)CC2)c(C)c1
  2.0, 4, -1, -6, 14, 15, -3, -3, 9
COc1cccc(C(=O)NNC(=O)c2ccccc2Br)c1
  2.9, -10, 0, 19, 5, 2, 1, 0, 13
Cc1cccc(NCCC#N)c1
  -2.1, 1, 1, 4, 1, -5, -3, -4, 3
C/C(=N\NC(=O)c1cccc(F)c1)c1ccc(Br)s1
  -0.7, 72*, 9, -3, -3, -4, 0, -1, 32
CCOC(=O)c1c(C)nc(C)c2c(=O)oc3ccccc3c12
  2.5, 4, 3, 22, 30, 25, 1, -11, 17
COc1cc(OC)c2ccc(=O)oc2c1C(CCN1CCCC(C)C1)c1ccc(N(C)C)cc1 (stereo not given)
  4.1, 0, -1, 2, -4, -11, 8, 7, 5
COc1ccccc1CNC(=O)N[C@@H](Cc1ccccc1)C(=O)O
  -1.2, 6, 5, -10, 8, -16, -5, 2, 14
Cc1cnc(=O)[nH]c1SCc1ccc([N+](=O)[O-])cc1
  3.3, 17, 0, 9, -3, -1, -3, 2, -18
CCN(CC)S(=O)(=O)c1ccc(C)c(N=C=S)c1
  0.6, 18, -2, -2, 11, 20, -2, 3, 2
O=C(Cn1nc(C(=O)O)c2ccccc2c1=O)NCc1ccco1
  -1.4, 9, 2, 5, 5, 8, 1, -4, 13
Cc1nn(C(=O)c2ccco2)c(C)c1Sc1ccc(Br)cc1
  3.5, 15, -1, 13, 20, 12, -2, -9, 7
COc1cc(/C=C(\NC(=O)c2ccccc2)C(=O)N2CC3CC(C2)c2cccc(=O)n2C3)cc(OC)c1OC (stereo not given)
  -1.1, 10, 3, -4, 3, -3, -5, -5, -5
COc1ccc(C2=NS(=O)(=O)N(C)C(C(=O)N3C(C)CCCC3C)=C2)cc1 (stereo not given)
  -1.2, 7, 0, 15, 27, 6, -2, -3, 22
Cc1cccc2cc(/C=N/NC(=O)[C@H]3C[C@@H]3c3ccccc3)c(Cl)nc12
  1.1, 11, -1, -19, -14, -6, -3, -12, -13
O=C1/C(=C/c2ccccc2)Nc2ccccc21
  1.2, -15, 5, 4, 5, 11, -6, 0, 33
OCCCCNCc1ccc(OCc2ccc(Cl)cc2)cc1
  4.7, -1, -1, -16, 10, -11, 3, 0, -28
CCc1cccc(CC)c1-n1c(SCc2cc(=O)n3ccsc3n2)nnc1-c1cccnc1
  -1.5, 6, 5, 2, 24, 35, 5, 3, 26
N#Cc1ncc(C(F)(F)F)cc1Sc1ccc(N)cc1
  -0.4, 26, -1, 0, -7, -7, -2, -1, -17
O=C(c1cc2c(s1)CCC2)N1CCN(c2ccccc2)CC1
  -1.6, 16, -3, -19, 17, 9, -2, -1, 4
COc1ccc(NS(=O)(=O)c2cccc(C(=O)N(C)CC(=O)Nc3ccc(C)cc3)c2)cc1
  -0.1, 14, -2, 18, 16, -1, -4, 4, 2
Cc1nnc(-c2ccccc2)nc1N1CCOCC1
  -1.8, -11, 4, 12, 10, 0, 0, -1, -9
CCN(CC(=O)NC(=O)NC1CCCCC1)Cc1nc2ccccc2c(=O)[nH]1
  -2.2, 11, -3, 13, 6, -6, -4, -5, -5
CCCc1ccc(S(=O)(=O)NCCc2ccncc2)cc1
  -1.3, 3, 2, -1, 19, -9, 2, -10, 32

Later entries
Each structure is followed by: UPR CHOP act, Mdm2 MdmX PPI, UPR XBP1 act, APJ antag, tim23-1 inh, TIM10 inh, APJ agonist, CXCR6 inh, tim10-1 inh
CC(=O)Nc1cccc(NC(=O)CSc2ncc(-c3ccc(Cl)cc3)n2Cc2ccco2)c1
  3.6, 16, 0, -9, 32, 24, 13, -10, 34
CC(C)(Oc1ccc(Cl)cc1)C(=O)N(Cc1ccccc1)c1ccccn1
  1.2, -1, 1, -4, 25, -6, -4, 8, 19
O=C(CSc1nnc(-c2ccco2)o1)NC(=O)C1COc2ccccc2O1 (stereo not given)
  -0.1, 12, -3, -2, 20, -9, 4, -6, 15
CCOc1ccccc1N1CSC2=C(C#N)C(c3c(OC)ccc4ccccc34)CC(=O)N2C1 (stereo not given)
  2.6, -4, 2, -7, 18, 12, 1, 1, 8
COc1ccc(N(CC(=O)NCc2ccco2)C(=O)CCC(=O)Nc2nccs2)cc1
  -0.2, 13, 3, 20, 6, -2, -1, -2, 2
CC(C)C[C@H](NC(=O)c1nc[nH]c1C(=O)N1CCc2ccccc2C1)C(=O)OC(C)(C)C
  -1.3, 6, 0, 4, 30, 11, 1, -4, 21
Cc1ccc(C(=O)NCC(=O)OC2CCCCC2=O)cc1C (stereo not given)
  -0.1, -5, 2, 1, 12, -3, 4, 0, 35
C=CCN1C(=O)CN=C1Nc1cc(C)cc(C)c1
  0.2, -17, -2, -10, 9, 9, -7, -3, 5
CC1CCCC(C)N1/N=C/c1cccc([N+](=O)[O-])c1 (stereo not given)
  1.4, -12, -1, -7, 15, 4, 2, 2, 4
CSCCNC(=O)c1cccc(Cl)c1
  -0.1, 7, 0, -17, -3, -39, -1, 1, -7
CC(NC1CCN(Cc2ccccc2)CC1)c1ccc(F)cc1 (stereo not given)
  -0.6, -23, -4, -5, -6, -9, 2, -1, 0
CN(C)CC(C)(C)CNS(=O)(=O)c1ccc(OC(F)(F)F)cc1
  -1.4, 7, -1, -4, 8, -5, -1, -4, 8
CCc1ccc(NC(=O)CSc2nncn2-c2cccnc2)cc1
  3.3, -26, 0, -16, 8, -16, -1, -3, 14
CCOC(=O)Cn1nnnc1CN1CCN(c2ccc(OC)cc2)CC1
  -0.4, 10, 1, -27, -3, -13, -2, 2, -13

Compound activity as filed in PubChem.

These rows are one share of the data; count on the stated rates, not on these rows.
